Compound activity as filed in PubChem BioAssay.
DNMT1 inh – inhibitors of human DNMT1 | P26358 | DNMT1 molecular beacon, Hinp1I cleavage, fluorescence | inhibition (reported as % activation of signal), % at 10 µM | AID 588458 | actives 0.83% (n = 360,000); in the data active = inhibition above about 50%
MsrA inh – bovine MsrA inhibition; purified bovine MsrA, absorbance read-out; inhibition, % at 15.5 µM; actives 0.75% (n = 360,000); in the data active = inhibition above about 4.5%;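 also: 0% = vehicle wells with enzyme and 100% = reference inhibitor wells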
TbMetRS inhib – Trypanosoma brucei MetRS inhibition. purified T. brucei MetRS, ATP depletion, Kinase-Glo luminescence. inhibition, % at 11.9 µM. actives 0.4% (n = 360,000). AID 624268;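 active = inhibition above a per-plate cutoff of the control wells' mean inhibition plus 3 SD, cut at about 5.5% in these data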;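 also: 0% = DMSO wells median and 100% = median of wells with control inhibitor compound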
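Dosing: 11.9 µM single point; system: parasite MetRS enzyme; technique: luminescence of leftover ATP; times: 15 min enzyme-compound preincubation, 2 h reaction, 10 min detection, 25 °C; replicates: each compound tested once; read-out basis: percent inhibition relative to median high and low control wells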
Rpn11 block – Rpn11 (human) deubiquitinase inhibition. O00487. human 26S proteasome, Ub4-pepOG fluorescence polarization; 20S core pre-blocked with epoxomicin. calls only at 20 µM. actives 0.59% (n = 360,000);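 active = inhibition at 20 µM, scaled to each plate's controls, above about 33%, limit read from the data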
Target sequence (O00487 whole entry, looked up): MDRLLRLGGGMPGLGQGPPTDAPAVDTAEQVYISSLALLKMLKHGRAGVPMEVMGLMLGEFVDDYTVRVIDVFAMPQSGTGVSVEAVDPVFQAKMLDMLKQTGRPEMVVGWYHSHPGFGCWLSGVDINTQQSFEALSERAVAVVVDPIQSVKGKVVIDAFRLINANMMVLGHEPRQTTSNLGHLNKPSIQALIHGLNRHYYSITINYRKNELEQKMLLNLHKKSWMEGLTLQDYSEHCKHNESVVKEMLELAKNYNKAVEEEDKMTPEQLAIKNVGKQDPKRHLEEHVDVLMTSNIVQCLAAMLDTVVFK
NadD inh – inhibitors of Staphylococcus aureus NadD | AID 602399 | inhibition, % at 20 µM | purified NadD enzyme, colorimetric absorbance read-out | actives 0.78% (n = 360,000); in the data active = inhibition above about 26%; also: some compounds past the cut are filed as inactive
LMPTP block – blocks human LMPTP phosphatase. actives 0.22% (n = 360,000). inhibition, % at 20 µM. P24666. recombinant LMPTP-A, OMFP fluorogenic substrate, fluorescence intensity;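 active = compounds that cut the enzyme signal by at least half of the control window in the single-dose screen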;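 also: plate controls were DMSO wells with enzyme plus substrate for no effect and substrate without enzyme for full effect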
Target sequence (P24666 whole entry, looked up): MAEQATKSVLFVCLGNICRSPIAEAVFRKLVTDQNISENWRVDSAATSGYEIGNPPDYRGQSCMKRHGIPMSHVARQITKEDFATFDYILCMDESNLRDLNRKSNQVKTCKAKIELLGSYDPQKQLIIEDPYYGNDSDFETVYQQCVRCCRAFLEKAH
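Test system – LMPTP-A enzyme · Amount – LMPTP-A at 0.625 nM final in the reaction · Buffer or medium – Bis-Tris pH 6.0, DTT, detergent · Reagent – OMFP 400 µM · Doses – single 20 µM dose · Schedule – reaction 50 min, room temperature, dark · Detection – fluorescence intensity of OMFP turnover product · Evaluation – percent inhibition versus substrate-only and uninhibited controls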
CSN inh – CSN deneddylation inhibition | Q92905 | Purified CSN, SCF-Nedd8-OG deneddylation, fluorescence polarization | inhibition, % at 12.5 µM | actives 0.38% (n = 360,000) | AID 651999;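 active = pattern-corrected inhibition above about 35%, with an unprinted fluorescence ratio check between 0.5 and 1.5, limit read from the data, passing the limit was not always enough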;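 also: 0% = enzyme with substrate and 100% = substrate without enzyme; some results filed as inactive read as strong as hits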
Target sequence (Q92905 whole entry, looked up, one chain of several): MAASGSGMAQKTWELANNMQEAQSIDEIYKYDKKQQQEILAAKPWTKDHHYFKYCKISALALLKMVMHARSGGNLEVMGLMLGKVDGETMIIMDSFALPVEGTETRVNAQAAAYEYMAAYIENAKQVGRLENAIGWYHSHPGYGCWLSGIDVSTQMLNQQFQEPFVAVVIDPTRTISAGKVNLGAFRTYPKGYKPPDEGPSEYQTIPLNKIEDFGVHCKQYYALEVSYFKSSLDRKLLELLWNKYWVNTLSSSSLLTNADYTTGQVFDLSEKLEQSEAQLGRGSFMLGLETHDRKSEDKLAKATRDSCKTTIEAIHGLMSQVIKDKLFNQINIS
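test system = HEK293T-derived human Csn5 enzyme | amount = 0.24 nM Csn5 enzyme, final concentration | medium = Tris/NaCl/DTT buffer, pH 7.5 | schedule = 90 min reaction at room temperature | signal = FP | evaluation = inhibition of Csn5 cleavage, % | compound dosing = single dose of 12.5 µM compound with 0.25% DMSO | probe or stimulus = 10 nM SCFSkp2-Nedd8OG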
Scp-1 inhibitor – inhibitors of human Scp-1 phosphatase. Recombinant Scp1, phosphopeptide, malachite green phosphate absorbance. inhibition, % at 20 µM. actives 0.88% (n = 340,000). AID 493091;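 active = inhibition above about 50% at 20 µM, limit read from the data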;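 also: plate controls were DMSO wells with enzyme for no effect and wells lacking enzyme for full effect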
Target sequence (Q9GZU7 76-261 limits assumed): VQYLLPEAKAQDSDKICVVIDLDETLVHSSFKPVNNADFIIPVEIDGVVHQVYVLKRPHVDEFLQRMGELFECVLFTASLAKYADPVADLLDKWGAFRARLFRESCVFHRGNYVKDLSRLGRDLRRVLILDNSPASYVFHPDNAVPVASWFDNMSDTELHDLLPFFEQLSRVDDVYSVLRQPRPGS
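System: SCP-1 catalytic domain; Reagent: Phospho 17-mer peptide substrate; Doses: one concentration, 20 µM, with 1.0% DMSO; Incubation: 45 min room-temperature reaction, 5 min colour, 30 min stabiliser; Signal: Phosphate-binding colour reagent, absorbance read at 630 nm.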
STEP block – inhibitors of human striatal-enriched phosphatase STEP; inhibition, % at 20 µM; recombinant STEP, OMFP fluorogenic substrate, fluorescence; actives 0.25% (n = 360,000); P54829;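 active = inhibition at 20 µM, scaled per plate between control wells, above about 37%, limit read from the data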;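 also: 0% = DMSO with enzyme and substrate and 100% = substrate only without enzyme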
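Material: STEP (striatal-enriched tyrosine phosphatase) enzyme, cell-free | Medium: 50 mM Bis-Tris pH 6.0 with 2.5 mM DTT and 0.005% Tween 20 | Read-out: Percent inhibition scaled to no-enzyme and uninhibited-enzyme controls, plate-pattern corrected | Signal: Fluorescence read at 480 nm ex / 540 nm em | Times: 20 min reaction, room temperature, in the dark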
SUMO1-SIM PPI – SUMO1-SIM interaction modulation. actives 0.33% (n = 360,000). SUMO1 binding to a labelled peptide, TR-FRET, 1 h. inhibition, % at 20 µM; in the data active = inhibition above about 37%
* hit, by the source's call; i = inactive; x = no result given.

SMILES | DNMT1 inh | MsrA inh | TbMetRS inhib | Rpn11 block | NadD inh | LMPTP block | CSN inh | Scp-1 inhibitor | STEP block | SUMO1-SIM PPI
CC(C)[C@@H](C(=O)NCC1CCCO1)N1C(=O)N2CCc3c([nH]c4ccccc34)[C@@]2(C)C1=O (some centres undefined) | -1 | -1.4 | 0.8 | i | 0 | -0.9 | -2 | 1 | 3 | 4
CCN(CC(=O)N1CCN(Cc2ccccc2)CC1)S(=O)(=O)c1ccc(C)cc1 | -1 | -0.7 | -0.7 | i | -6 | -0.4 | 3 | -7 | -1 | 1
O=C(NCCCO)C(=O)Nc1ccc2c(c1)N(S(=O)(=O)c1cccs1)CCC2 | -1 | -1.1 | -0.1 | i | 0 | 1.0 | -3 | -6 | 0 | 2
N/C(Cc1ccc(Cl)cc1Cl)=N\OC(=O)Cc1cccs1 | 7 | 1.2 | -0.8 | i | -11 | 2.2 | -1 | -10 | 5 | -2
Cc1ccc(C)c(NC(=O)c2ccc[n+](Cc3ccc([N+](=O)[O-])cc3)c2)c1 | -1 | 0.8 | -1.1 | i | 1 | -1.2 | 5 | 6 | -2 | -23
Cc1ccc(NC(=O)c2oc3ccc(Br)cc3c2C)cc1S(=O)(=O)N1CCOCC1 | 7 | -0.7 | -0.3 | i | 7 | 0.2 | -4 | -2 | 4 | 9
COc1ccc(C(=O)Nc2ccc(Cl)cn2)cc1S(=O)(=O)N1CCCC1 | 2 | 0.7 | -0.5 | i | -5 | -0.3 | 2 | -5 | 5 | 4
CC(C)=CCC[C@H](C)C[C@@H]1Cc2[nH][nH]c(=O)c2[C@@H](c2ccc(F)cc2)O1 | x | -0.3 | -0.9 | x | 0 | -0.3 | -2 | x | x | 2
CCC1(C)NC(=O)N(CC(=O)N2CCN(c3cccc(Cl)c3)CC2)C1=O (centres undefined) | -2 | -0.6 | 0.0 | i | 1 | -0.5 | -1 | -5 | -2 | 4
Cn1c(NCc2ccccc2Cl)nc2ccccc21 | 0 | -0.3 | 1.4 | i | -6 | 1.6 | 4 | 1 | -1 | 6
O=C(c1ccco1)N1CCN(c2nc(C(F)(F)F)nc3c2nnn3Cc2ccccc2)CC1 | -3 | 1.1 | 0.8 | i | -2 | 4.6 | 2 | -8 | 3 | 0
COc1ccc(N2CCN(CC(=O)c3ccc(Cl)cc3)CC2)cc1 | -4 | 0.8 | -0.4 | i | 4 | -0.8 | 2 | -7 | 1 | -8
COc1ccccc1C(=O)NNC(=O)C(=O)N1CCCCC1 | 0 | 0.9 | -0.3 | i | -3 | -2.5 | 0 | -5 | 7 | -3
CC1(C)CC(=O)N(CC(=O)O)c2ccccc2S1 | -5 | 0.1 | -0.3 | i | -5 | 1.0 | -4 | -2 | -4 | 0
Cc1cc2nc(N3CCN(C(=O)c4ccco4)CC3)sc2cc1C | -3 | -0.4 | -0.1 | i | 2 | 1.1 | -2 | -3 | 2 | 2
Cc1ccc(N2CCN(C(=S)c3ccc(-c4ccccc4[N+](=O)[O-])o3)CC2)cc1 | -8 | 0.5 | 0.4 | i | 18 | 3.7 | 2 | -1 | 10 | -6
COc1ccc(NC(=O)N(C)C[C@@H]2OCc3ccccc3-c3c(n(C)c4ccccc34)C(=O)N([C@H](C)CO)C[C@H]2C)c(OC)c1 | -2 | -1.1 | -0.2 | i | -14 | -1.5 | 2 | x | -2 | 6
Cc1cc(NC(=O)c2cccnc2)ccc1Br | 0 | 0.6 | -1.3 | i | 4 | 1.0 | -3 | -2 | 0 | 2
CCN1CCc2nc3sc(C(=O)N4CCc5ccccc5C4)c(N)c3cc2C1 | -6 | -0.1 | -0.1 | i | 16 | 4.2 | -10 | -8 | 1 | -16
Cc1ccc(NC(=O)C2CCCN2S(=O)(=O)c2cccc3cccnc23)c(C)c1 (centres undefined) | 1 | -0.4 | -0.7 | i | -2 | -1.2 | 0 | 5 | 1 | 2
COc1ccc(OC)c(C(=O)Cn2nnc3ccccc3c2=O)c1 | -4 | -0.8 | -0.1 | i | 3 | -0.6 | -6 | -17 | -5 | -5
C=CCOC(=O)C1=C(C)NC2(O)c3ccccc3C(=O)C12O (centres undefined) | -11 | 0.3 | 0.3 | i | 5 | 3.4 | -1 | -10 | 0 | -5
Cc1c(C(=O)N2CCc3ccccc3C2)oc2ccc(S(=O)(=O)N3CCCCCC3)cc12 | -9 | 0.6 | 0.8 | i | 2 | 3.8 | -1 | -10 | 2 | 12
N#Cc1ccc(NC(=S)NC(=O)C2CCCCC2)cc1 | -1 | 0.0 | -0.3 | i | -2 | -1.4 | 4 | -10 | -3 | 0
CC1(C)Cc2c(oc3ncn4ncnc4c23)CO1 | 2 | -1.1 | -0.8 | i | 5 | -1.5 | 4 | -2 | -3 | -5
O=C(CCC(=O)N1CCN(S(=O)(=O)c2ccccc2Cl)CC1)c1ccccc1 | -1 | 1.3 | -0.3 | i | -6 | 0.0 | 2 | -8 | -1 | 4
Cc1ccc(NC(=O)Nc2cc(C(F)(F)F)c[nH]c2=O)cc1 | 1 | -0.4 | -0.6 | i | -8 | 4.8 | -1 | -7 | -5 | 1
CCN(CC)S(=O)(=O)c1cccc(C(=O)Nc2sc3c(c2C(N)=O)CCCC3)c1 | -11 | -2.0 | -0.7 | i | 1 | 2.8 | -10 | -4 | -2 | 2
O=C(Nc1ccccc1)C1=C(O)CC(c2ccc(Cl)cc2)N2CCN=C12 (centres undefined) | -2 | 1.1 | 0.5 | i | 1 | 3.4 | -1 | -10 | 2 | 1
Cc1c(CCCC(=O)O)sc(N)c1C(=O)c1cccc(C(F)(F)F)c1 | 9 | 1.2 | -0.1 | i | 4 | -0.5 | 27 | -6 | 1 | 10
C#CCN(C[C@H]1[C@H](OC(=O)NC2CC2)[C@H](OC(=O)NC2CC2)C[C@@H](C(=O)OC)[C@H]1C(=O)OC)S(=O)(=O)c1ccc(C)cc1 | 0 | -0.7 | -0.5 | i | 1 | -0.6 | 3 | x | 0 | 1
O=c1[nH]c(=S)[nH]nc1Cc1ccccc1 | -2 | 0.6 | -0.8 | i | -2 | -1.8 | -6 | -8 | 4 | 1
Oc1ccc(Br)cc1CNc1ccccn1 | 1 | -0.5 | 2.1 | i | -1 | 0.7 | 4 | -11 | 0 | 0
CCN(Cc1nc(-c2cccc(C)c2)no1)C(=O)c1ccc2c(c1)OCO2 | 0 | -0.3 | -0.5 | i | -8 | 0.7 | -4 | -7 | -1 | 5
O=C(O)CCCC(=O)N(Cc1ccccc1)Cc1ccccc1 | -1 | 0.4 | -0.5 | i | -1 | -0.1 | 1 | 0 | -2 | -2
C/C(=N\NC(=O)c1cccc(Br)c1)c1cccc(NC(=O)c2ccc(C)o2)c1 | 0 | 0.8 | -0.9 | i | -2 | 1.8 | 0 | -2 | 0 | 0
COc1cc(C(CCN2CCCCC2)c2c(OC)cc(OC)c3c(C)cc(=O)oc23)cc(OC)c1OC (centres undefined) | 3 | 0.7 | 0.0 | i | -7 | -2.2 | -3 | 0 | -2 | -2
CC(C)Oc1ccc(C(=O)N2CCCc3ccccc32)cc1 | -4 | 0.1 | -1.7 | i | -1 | 0.2 | -1 | -4 | 1 | -1
CN(CC(=O)Nc1cccc(F)c1)C(=O)c1cc([N+](=O)[O-])ccc1N1CCOCC1 | 1 | 0.9 | 0.3 | i | 1 | -2.5 | -3 | 45 | 0 | -19
CNc1ncc(-c2nnnn2-c2ccccc2)c(-c2ccccc2)n1 | 1 | -0.9 | 3.1 | i | 2 | -0.4 | 2 | -11 | 2 | 5
COc1cc(C(=O)Nc2cccc(-n3cnnn3)c2)cc(Cl)c1OC | -1 | 0.9 | 0.5 | i | -1 | 1.1 | 4 | -9 | 0 | -6
O=C(CNC(=S)N(CCCN1CCOCC1)Cc1cccs1)NCc1ccc(Cl)cc1 | -2 | -0.3 | -0.2 | i | -4 | -1.6 | -4 | 0 | 2 | 14
NC(=O)C1=C[C@@H](c2coc3ccccc3c2=O)C[C@@H](OCCCCO)O1 | 2 | 0.3 | -0.5 | i | 1 | -0.1 | -5 | -3 | 0 | -9
Cc1cccc(CSC2=CS(=O)(=O)c3ccccc3N2)c1 | -3 | -0.1 | -1.3 | i | -7 | 0.1 | -3 | -2 | 2 | -1
CCOCCc1nnc(NC(=O)Cc2ccc(Br)cc2)s1 | 3 | -0.1 | 0.1 | i | -2 | 0.3 | -1 | -8 | -1 | -2
CCOC(=O)CNC(=O)CSc1nc(-c2ccc(OC)cc2)ns1 | -3 | -0.3 | -0.8 | i | -5 | 0.8 | 6 | -7 | 7 | -2
O=C(O)c1c[nH]c(=O)c2ccccc12 | 0 | 0.3 | -0.3 | i | -1 | -2.3 | -3 | 1 | 1 | -3
Cc1cccc2nc(CSc3nc4ccccc4o3)cn12 | 4 | 1.8 | -0.4 | i | -6 | 1.6 | -9 | -4 | -2 | 0
NC(=O)c1ccccc1NC(=O)c1ccccc1F | 0 | 1.0 | -0.7 | i | 7 | -1.1 | 23 | -13 | -5 | 19
O=C(Nc1ncc([N+](=O)[O-])s1)c1ccccc1Br | 15 | -0.1 | -0.8 | i | -1 | -0.1 | 3 | 9 | 2 | -22
CN(C)C1C(=O)c2ccccc2C1=O | -1 | 2.1 | -0.2 | i | 4 | -1.5 | -5 | -7 | -5 | -4
COCCn1c(CCc2ccccc2)n[nH]c1=S | 1 | -0.2 | -1.4 | i | -4 | -1.2 | -1 | -9 | 4 | 2
COc1ccc(OC)c(S(=O)(=O)NC2CC(=O)N(c3cccc(F)c3)C2)c1 (centres undefined) | 1 | -0.6 | -0.1 | i | -2 | -0.1 | 3 | -7 | -1 | 2
Cc1c(NS(=O)(=O)c2cccc(C(=O)NCc3ccccc3Cl)c2)c(=O)n(-c2ccccc2)n1C | 1 | 0.9 | 0.1 | i | -1 | -0.5 | -3 | -2 | 1 | 5
C=CCNCCCOc1ccc(Cl)cc1C(C)(C)C | 3 | 1.3 | -0.5 | i | -5 | -0.9 | 2 | -5 | 3 | -4
